From PubChem BioAssay
TSHR antagonist = Antagonists of the Thyroid Stimulating Hormone Receptor: HTS campaign. Thyrotropin receptor (Homo sapiens), P16473. TSHR-expressing cells, TSH-stimulated cAMP HTRF, 2 h; stronger effect = lower value. activity change, negative = inhibition, % at 11.5 µM. actives 0.2% (n = 330,000);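 active = activity change below a set negative limit, meaning inhibition stronger than a set level, cut at about -70% in these data; inconclusive = activity change between two set negative limits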; also: % is scaled to controls: 0 for no effect and ±100 for the full control effect
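TSHR-expressing cells, 200/well, pre-treated with compound, then stimulated with EC80 TSH (4nM final) for 2 hours at 37 deg C. cAMP measured by competitive HTRF: anti-cAMP cryptate antibody in lysis buffer plus cAMP-d2, read after 30 minutes at room temperature.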
BCR signal inh = qHTS Assay to Find Inhibitors of Chronic Active B-Cell Receptor Signaling. ABC-DLBCL IkBa-CBG/CBR reporter, luminescence ratio, 4 h. Potency, µM (doses to about 46.1 µM), inactives show at the highest dose ratio change, negative = lower green/red ratio, hits mostly inhibitors. actives 0.05% (n = 340,000). AID 493014, 2011; active = well fitted inhibition curve with a large enough effect in the signal ratio, with a control signal flat, not every such curve was filed as active; inconclusive = small, poorly fitted or top-dose-only effect, or effect the other way, or a change in a side signal; the % refers to the signal ratio;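 also: potency is read from the fitted curve at half-maximal effect; plate controls were basal doxycycline-induced cells for no effect and cells given 10 µM MG132 for full effect; MG132 reads +100%, hits lower the ratio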
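Cell line TMD8 (human ABC DLBCL), stably expressing tet-inducible CBG68-IkBa fusion and CBR; IMDM/0.5% FBS; cpd up to 46 uM; dox induction, 4 h, 37C/5% CO2; dual luminescence; green/red ratio; MG132 control.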
Integrin act MD = qHTS for Activators of Integrin-Mediated Alleviation for Muscular Dystrophy | alpha7betagal myoblasts, beta-gal FDG fluorescence, 48 h | Potency, µM (series often up to 38.3 µM), inactives show at the highest dose activation, most hits filed as activators | actives 0.064% (n = 350,000);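 also: potency is read from the fitted curve at half-maximal effect; 100% = response of the positive control SU9516; nearly all actives have a fitted effect of over 60% in size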
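alpha7betagal+/- myoblasts (passage 13, 250/well) treated 48 h at 37C with compounds at 1:260 dilution of DMSO stock. Lysed, then beta-galactosidase activity read as FDG fluorescence (ex 480/em 540) after 30 min, with pre-read for autofluorescence.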
TCR act = Activators of T cell receptors: qHTS campaign; AID 504894, 2011; primary human leukocytes, anti-CD3, IL-2 HTRF, 48 h; 330,000 tested, under 10 active; Potency, µM (titrated, usually from 9.22 µM), for the others: at the top dose activation of IL-2 secretion, most hits filed as activators; also: % of control where 0% means no effect
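IL-2 produced over 48 hr by a-CD3 bead-stimulated primary human leukocytes exposed to compounds was detected with a homogeneous time-resolved FRET immunoassay, 665nm acceptor signal after 320nm excitation.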
Tb PFK block = qHTS Assay to Find Inhibitors of T. brucei phosphofructokinase | ATP-dependent 6-phosphofructokinase (Trypanosoma brucei brucei), O15648 | T. brucei PFK, ADP-Glo luminescence | Potency, µM (series often up to 57.5 µM), for inactives: at the highest dose activity, negative = inhibition, actives largely listed as inhibitors | actives 0.17% (n = 330,000);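 also: potency is read from the fitted curve at half-maximal effect; 0% = uninhibited 1x PFK enzyme wells and -100% = no-enzyme wells; nearly all actives have a fitted effect of over 60% in size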
Target sequence (O15648 whole entry, looked up): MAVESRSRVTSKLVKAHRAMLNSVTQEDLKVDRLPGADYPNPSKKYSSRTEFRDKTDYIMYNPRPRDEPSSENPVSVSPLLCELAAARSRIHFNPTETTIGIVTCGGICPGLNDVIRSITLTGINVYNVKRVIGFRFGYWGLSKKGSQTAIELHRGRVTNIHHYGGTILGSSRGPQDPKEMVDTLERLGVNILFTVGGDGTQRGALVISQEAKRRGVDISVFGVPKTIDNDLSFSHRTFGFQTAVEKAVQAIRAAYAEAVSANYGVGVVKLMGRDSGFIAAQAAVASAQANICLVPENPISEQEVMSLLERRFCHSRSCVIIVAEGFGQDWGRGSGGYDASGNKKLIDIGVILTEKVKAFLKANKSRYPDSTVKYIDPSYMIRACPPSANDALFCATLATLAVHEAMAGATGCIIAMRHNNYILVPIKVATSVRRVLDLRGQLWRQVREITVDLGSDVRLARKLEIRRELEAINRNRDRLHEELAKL
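ADP-Glo luminescence quantified ADP after 45 min at room temperature, with 1.25 nM T. brucei PFK, 0.1 mM ATP and 0.5 mM fructose-6-phosphate in pH 8.0 TEA buffer. qHTS titrations up to 57 µM; curves classified by quality.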
Mito fusion yeast = qHTS Assay for Small Molecule Inhibitors of Mitochondrial Division or Activators of Mitochondrial Fusion; S. cerevisiae fusion-defective mutant growth rescue, CellTiterGlo 48 h; Potency, µM (highest dose often 46.1 µM), for the others: at the highest dose growth rescue (activation), hits mostly activators; actives 0.23% (n = 320,000); AID 485298, 2010;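 also: potency is read from the fitted curve at half-maximal effect; % of control where 0% means no effect; nearly all actives have a fitted effect of over 45% in size; temperature-sensitive fusion mutants such as fzo1-1 at 37 °C on non-fermentable ethanol glycerol medium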
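S. cerevisiae fusion-defective temperature-sensitive mutants (e.g. fzo1-1, mgm1-5) grown 48 h at 37C in YPEG (ethanol/glycerol non-fermentable) medium with 23 nl compound per well; growth rescue read as CellTiterGlo luminescence.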
S-ASM inh = Inhibitors of Secretory Acid Sphingomyelinase (S-ASM): qHTS | Sphingomyelin phosphodiesterase (Homo sapiens), P17405 | placental ASM, HMU-PC fluorogenic substrate, 60 min | Potency, µM (titrated, usually from 57.5 µM), for the others: top-dose activity change, negative = inhibition, usual class: inhibitors | actives 0.006% (n = 340,000); also: potency is read from the fitted curve at half-maximal effect
Target sequence (P17405 47-631 limits assumed): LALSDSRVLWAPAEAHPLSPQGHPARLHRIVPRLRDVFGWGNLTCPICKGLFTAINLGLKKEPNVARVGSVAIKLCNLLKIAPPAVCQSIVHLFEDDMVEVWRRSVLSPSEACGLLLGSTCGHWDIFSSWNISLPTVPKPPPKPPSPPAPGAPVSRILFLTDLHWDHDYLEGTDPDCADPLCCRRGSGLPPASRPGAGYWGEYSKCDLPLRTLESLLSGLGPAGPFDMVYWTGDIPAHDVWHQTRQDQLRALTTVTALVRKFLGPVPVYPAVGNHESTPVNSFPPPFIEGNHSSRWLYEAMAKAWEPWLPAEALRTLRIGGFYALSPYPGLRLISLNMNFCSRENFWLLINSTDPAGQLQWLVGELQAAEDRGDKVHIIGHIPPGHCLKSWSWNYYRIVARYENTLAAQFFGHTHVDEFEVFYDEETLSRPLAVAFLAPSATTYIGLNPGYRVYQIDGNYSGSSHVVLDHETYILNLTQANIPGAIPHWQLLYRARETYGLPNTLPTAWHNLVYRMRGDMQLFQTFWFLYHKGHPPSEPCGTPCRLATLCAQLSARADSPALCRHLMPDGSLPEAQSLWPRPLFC
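HMU-PC0 cleavage (9 uM final) by human placental ASM, 60 min at 37 °C following 10 min compound exposure at RT; stopped at pH 10, fluorescence Ex 386/Em 447 nm.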
ELG1 DNA repair = qHTS screen for small molecules that inhibit ELG1-dependent DNA repair in human embryonic kidney (HEK293T) cells expressing luciferase-tagged ELG1. HEK293T ELG1-luciferase reporter, luminescence, 16 h; DNA damage induced by 5-fluorouridine. Potency, µM (top dose mostly 46.1 µM), without a hit: at the top dose activity change, negative = inhibition, most hits filed as inhibitors. actives 2.3% (n = 330,000). AID 504467, 2011; also: potency is read from the fitted curve at half-maximal effect; % is scaled to controls: 0 for no effect and ±100 for the full control effect; nearly all actives have a fitted effect of over 55% in size
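In this reporter screen, reduction of luminescence relative to DMSO vehicle indicated activity. Compounds and 5-fluorouridine were added together to 2,000 cells per well, incubated for 16 hr at 37 °C, then developed with ONE-Glo.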
AT treatment = qHTS Assay for Identifying a Potential Treatment of Ataxia-Telangiectasia; […] A-T fibroblasts, KAP-1 phosphorylation AlphaLISA; neocarzinostatin DNA damage 30 min before lysis; Potency, µM (titrated, usually from 57.5 µM), for the others: at the top dose activation, usual class: activators; actives 0.19% (n = 320,000); also: potency is read from the fitted curve at half-maximal effect; % of control where 0% means no effect; nearly all actives have a fitted effect of over 45% in size
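ATM-like activity read as KAP-1 phosphorylation via AlphaLISA donor/acceptor antibody pairs after lysis and 6 hr at 25C. Cells were ATM-null patient fibroblasts ([…], hTERT), dosed 60 min, then exposed to the DSB inducer NCS for 30 min.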
PTAP TSG101 blk = qHTS Assay for Iinhibitors of HIV-1 Budding by Blocking the Interaction of PTAP/TSG101; 340,000 tested, under 10 active; Fluorescence polarization, FITC-PTAP peptide / Tsg101 binding; Potency, µM (titrated, usually from 115 µM), for the others: at the highest dose activity change, negative = inhibition, most hits filed as inhibitors; active = well fitted inhibition curve with a large enough effect in the main read-out, with a control signal flat, not every such curve was filed as active; inconclusive = small, poorly fitted or top-dose-only effect, or effect the other way, or a change in a side signal; inactive = no such curve, though single readings can be large or run the other way; also: potency is read from the fitted curve at half-maximal effect; % of control where 0% means no effect
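Fluorescence anisotropy tracks displacement of a FITC-tagged PTAP peptide (50 nM) from the Tsg101 binding domain (10 uM), following a 20 min room-temperature incubation at pH 7.5.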
Eya2 inh = qHTS Assay for Inhibitors of the Phosphatase Activity of Eya2; Protein phosphatase EYA2 (Homo sapiens), O00167; recombinant Eya2, OMFP fluorescence dephosphorylation (OMFP is methylfluorescein phosphate); Potency, µM (highest dose often 76.9 µM), for the others: top-dose activity, negative = inhibition, usual class: inhibitors; actives 0.006% (n = 330,000); also: potency is read from the fitted curve at half-maximal effect; % is scaled to controls: 0 for no effect and ±100 for the full control effect
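Eya2 protein (added as 0.2 uM solution) was preincubated with compound for 10 min at ambient temperature in 50 mM HEPES pH 7.5, 50 mM NaCl, 5 uM MgCl2, 0.05% BSA, 1 mM DTT. OMFP (added at 50 uM) then reacted 10 min; fluorescence read at 485/525 nm.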
The depositor's hits bear a star; i = inactive; u = inconclusive; x = no result given; [ ] = remark or other dose. Unless noted, calls follow the shape of the dose curve; as a rule, active = well fitted curve in the direction sought with a large enough effect; inconclusive = small, poorly fitted or top-dose-only effect, or another doubt; inactive = no such curve, though single readings can be large; an effect the other way counts as inactive or inconclusive.

| molecule | Integrin act MD | S-ASM inh | Eya2 inh | Tb PFK block | TSHR antagonist | PTAP TSG101 blk | AT treatment | ELG1 DNA repair | TCR act | Mito fusion yeast | BCR signal inh |
| --- | --- | --- | --- | --- | --- | --- | --- | --- | --- | --- | --- |
| CS(=O)(=O)c1ccc(C(=O)N(CCc2ccccc2)Cc2ccccc2)cc1 | 17% | -1% | 8% | -1% | -1 | -4% | -7% | 10% | -5% | -2% | -2% |
| CC(O)c1nc2c(c(=O)n(C)c(=O)n2C)n1C (stereo not drawn) | 19% | -3% | 2% | -5% | 3 | -2% | 0% | 26% | 3% | 2% | u |
| CCC1(C)Cc2nc3sc(C(=O)O)c(N)c3cc2CO1 (stereo not drawn) | -5% | 0% | -22% | -1% | 4 | -1% | 6% | u | 12% | -4% | u |
| O=C(CN1CCN(S(=O)(=O)c2ccccc2F)CC1)Nc1ccnn1C1CCCC1 | -43% | 2% | -4% | 0% | 5 | -4% | -1% | -18% | x | 1% | 10% |
| CO/N=C/c1cc([N+](=O)[O-])ccc1Sc1ccc(C)cc1 | 17% | -3% | -6% | -4% | -1 | -6% | -5% | 6% | 5% | 12% | u |
| Oc1cccc(CN2CCCCC2)c1 | 6% | 3% | 14% | 0% | 4 | 2% | -1% | 2% | -1%[46.1 µM] | -5% | -1% |
| CSc1cccc(NC(=O)N2CCc3ccc(NC(=O)c4ccccn4)cc3C2)c1 | u | -17% | 1% | 0% | -8 | -1% | 3% | u | -2% | -3% | u |
| C=CCC1(CC=C)CCCN1C(=O)CC1C(=O)NCCN1Cc1cccc(OC)c1 (stereo not drawn) | -8% | 1% | -8% | -1% | 7 | -3% | 3%[11.5 µM] | 3% | -3% | 8% | -1% |
| CN(C)c1ccc(CN(C(=O)COc2ccc(F)cc2)C2CCS(=O)(=O)C2)cc1 (stereo not drawn) | -19% | -1% | -4% | 3% | 19 | -4% | 1% | -6% | 3% | 1% | 1% |
| CCOC(=O)c1c(CSc2ccc(C)cc2)n(C)c2cc(Br)c(O)c(CN(C)C)c12 | -57%[inhibitor] | -27% | -22% | 0% | 0 | -5% | 5% | u | 12% | -2% | u |
| COCCCNC(=O)CCc1nc2cccnc2n1Cc1ccc(OC)cc1 | 11% | 4% | -3% | 2% | 11 | x | 1% | 3% | x | 0% | -6% |
| COC(=O)COc1ccccc1C(=O)Nc1ccc(OC)cc1 | -10% | 1% | 2% | 7% | 3 | 0% | 3% | 11% | -9%[46.1 µM] | 4% | 0% |
| CN(C)c1ccc(CNC23CN4CN(CN(C4)C2)C3)cc1 | 19% | 1% | -35% | -5% | -3 | -2% | -8% | 6% | -4% | -2% | -6% |
| O=S1(=O)CCN(Cc2csc(-c3cccs3)n2)CC1 | -6% | 1% | 2% | -9% | 14 | -1% | 7% | u | 4% | 1% | 8% |
| O=C(NCc1nc2ccccc2[nH]1)C1=C[C@H](C2CC2)C[C@H](OCc2ccc(CO)cc2)O1 | -26% | 1% | 5% | 3% | 2 | -1% | 19% | u | -6% | -1% | u |
| O=S(=O)(NCC1CCCO1)c1ccc(S(=O)(=O)N(Cc2ccccn2)C2CC2)cc1 (stereo not drawn) | -7% | 1% | -2% | -1% | -1 | -2% | -1% | -21% | 5%[46.1 µM] | 2% | -1% |
| CCc1cc(=O)oc2cc(C)cc(OC(=O)c3ccco3)c12 | -7% | 0% | 1% | -2% | 13 | -5% | 3% | -19% | 0% | 13% | u |
| CCCSc1nnc(-c2cccc(S(=O)(=O)N(C)C)c2)n1-c1cc(OC)ccc1OC | -24% | 0% | -2% | 0% | -8 | -8% | 7% | -18% | 5% | 4% | -4% |
| COC(CNC(=O)c1c[nH]c2ccc(S(=O)(=O)N(C)c3ccc(F)cc3)cc2c1=O)OC | 0% | -3% | -3% | -4% | -1 | -4% | -3% | 0% | -7% | -2% | -1% |
| COc1ccccc1NC(=O)/C=C/C(N)=O | -60%[inhibitor] | 2% | -1% | 1% | -3 | 2% | -7% | 0% | 4% | -11% | u |

Some entries already given, limited to TCR act and AT treatment.
Molecule | TCR act | AT treatment
Oc1cccc(CN2CCCCC2)c1 | -1%[46.1 µM] | -1%
CSc1cccc(NC(=O)N2CCc3ccc(NC(=O)c4ccccn4)cc3C2)c1 | -2% | 3%
C=CCC1(CC=C)CCCN1C(=O)CC1C(=O)NCCN1Cc1cccc(OC)c1 (stereo not drawn) | -3% | 3%[11.5 µM]
CN(C)c1ccc(CN(C(=O)COc2ccc(F)cc2)C2CCS(=O)(=O)C2)cc1 (stereo not drawn) | 3% | 1%
CCOC(=O)c1c(CSc2ccc(C)cc2)n(C)c2cc(Br)c(O)c(CN(C)C)c12 | 12% | 5%

Later entries:
| molecule | Integrin act MD | S-ASM inh | Eya2 inh | Tb PFK block | TSHR antagonist | PTAP TSG101 blk | AT treatment | ELG1 DNA repair | TCR act | Mito fusion yeast | BCR signal inh |
| --- | --- | --- | --- | --- | --- | --- | --- | --- | --- | --- | --- |
| COc1ccc(/C=N/S(=O)(=O)c2cccs2)cc1 | -9% | 3% | 2% | 0% | 0 | -6% | 0% | 2% | 4% | -2% | 11% |
| O=C(CCc1nnc(C2CCCCC2)o1)NCCCOc1cccnc1 | 16% | 5% | 5% | 5% | 1 | 0% | 6% | -1% | -9% | 2% | 2% |
| CSc1nc2sc3c(c2c(=O)[nH]1)CCC(C)C3 (stereo not drawn) | 1% | 5% | 3% | 4% | -3 | -2% | -6% | u | 0% | 1% | 2% |
| COc1cccc(C2CC(c3ccc(Cl)cc3Cl)Nc3nc(N)nn32)c1 (stereo not drawn) | u | -1% | 4% | -2% | 0 | 1% | 9% | 15% | 1% | -2% | -9% |
| O=C1CC(O)(c2ccccc2)C(c2ccccc2)=C1c1ccccc1 (stereo not drawn) | -47%[inhibitor] | -7% | -1% | -2% | -8 | -3% | -2% | u | 3%[46.1 µM] | u | 9% |
| N#Cc1c(/N=C/N2CCCC2)oc(-c2ccccc2)c1-c1ccccc1 | -20% | -9% | -9% | -5% | 3 | -3% | -1% | u | 4% | 13% | u |
| C=CCNC(=O)c1cc2c(=O)n3ccccc3nc2s1 | u | i | -2% | -1% | -3 | 1% | 10% | u | -2% | 8% | 0% |
| C=CCNc1nc(C(=O)OCC(=O)c2ccc(C)c([N+](=O)[O-])c2)cs1 | -3% | 2% | 7% | 0% | -3 | -1% | 1% | 0% | 8% | -4% | 2% |
| CCN1C(=NCc2cc(OC)c(OC)c(OC)c2)N[C@@H](c2cccc(F)c2)C(C(=O)OC)=C1C | x | x | -5% | 1% | 8 | x | -4% | x | x | 1% | 24% |
| CC1CCc2c(C(=O)NCC3CCCO3)csc2C1 (stereo not drawn) | -35% | 3% | -2% | -6% | 23 | -3% | x | u | -1% | x | 17% |
| Cn1c(=O)n(CC#N)c2ccccc21 | 25% | 5% | 15% | 1% | -18 | -5% | 0% | 9% | 5% | -2% | 0% |

Profiles, quoted from the list. Order of values: Integrin act MD, S-ASM inh, Eya2 inh, Tb PFK block, TSHR antagonist, PTAP TSG101 blk, AT treatment, ELG1 DNA repair, TCR act, Mito fusion yeast, BCR signal inh
Cn1c(=O)n(CC#N)c2ccccc21 as listed: 25%, 5%, 15%, 1%, -18, -5%, 0%, 9%, 5%, -2%, 0%
CC1CCc2c(C(=O)NCC3CCCO3)csc2C1 (stereo not drawn) as listed: -35%, 3%, -2%, -6%, 23, -3%, x, u, -1%, x, 17%
